3T3 cytotox – Cytotoxic Profiling in NIH 3T3 Cell Line of Diverse Libraries Using Quantitative High-Throughput Screening. NIH 3T3 viability, CellTiter-Glo ATP luminescence, 48-72 h. Potency, µM (titrated, usually from 96.7 µM), without a hit: at the top dose activity change, negative = cytotoxicity, usual class: inhibitors. 94,000 compounds, 4.3% hits; note: potency is the fitted concentration of half-maximal effect; nearly all actives have a fitted effect of over 55% in size
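Cytotoxicity was measured by CellTiter-Glo ATP luminescence after 48 or 72 h compound exposure at 37 °C. Mouse NIH 3T3 fibroblasts were seeded at 400 cells/well and dosed by 23 nL pin transfer.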
GPT2 inhibitor – Primary qHTS assay for inhibitors of Glutamate pyruvate transaminase 2 (GPT2). Alanine aminotransferase 2 (Homo sapiens), Q8TD30. Recombinant GPT2, coupled pyruvate oxidase/HRP Amplex Red fluorescence. Potency, µM (doses to about 57.7 µM), for the others: at the highest dose activity change, negative = inhibition, hits mostly inhibitors. 100,000 compounds, 0.25% hits; note: potency is the fitted concentration of half-maximal effect; nearly all actives have a fitted effect of over 60% in size; many of its hits are not listed in these tables
Target sequence (Q8TD30 whole entry, looked up): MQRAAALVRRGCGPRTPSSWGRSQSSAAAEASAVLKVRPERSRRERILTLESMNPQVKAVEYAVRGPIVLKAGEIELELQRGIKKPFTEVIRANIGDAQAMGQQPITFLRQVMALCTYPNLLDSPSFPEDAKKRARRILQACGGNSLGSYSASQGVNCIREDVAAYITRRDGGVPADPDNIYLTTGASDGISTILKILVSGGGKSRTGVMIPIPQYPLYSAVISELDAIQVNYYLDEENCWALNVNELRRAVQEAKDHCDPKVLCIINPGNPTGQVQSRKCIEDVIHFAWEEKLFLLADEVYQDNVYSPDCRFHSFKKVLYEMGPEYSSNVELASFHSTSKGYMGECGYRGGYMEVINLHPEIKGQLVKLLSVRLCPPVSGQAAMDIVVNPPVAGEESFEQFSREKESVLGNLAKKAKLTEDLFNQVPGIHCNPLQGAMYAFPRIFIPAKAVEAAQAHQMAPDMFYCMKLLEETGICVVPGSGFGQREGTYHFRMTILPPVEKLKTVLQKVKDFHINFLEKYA
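Inhibition is scored from Amplex Red fluorescence generated when pyruvate oxidase and HRP act on pyruvate released by GPT2. Reactions contain 10ng/uL enzyme, 250uM a-KG and 2mM L-alanine and run 30 min at room temperature.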
HEK cytotox – Cytotoxic Profiling in HEK 293 Cell Line of Diverse Libraries Using Quantitative High-Throughput Screening. HEK 293 viability, ATP luminescence (CellTiter-Glo), 48-72 h. Potency, µM (series often up to 115 µM), without a hit: top-dose activity change, negative = cytotoxicity, actives largely listed as inhibitors. 94,000 compounds, 6.6% hits; note: potency is the fitted concentration of half-maximal effect; nearly all actives have a fitted effect of over 60% in size
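qHTS cytotoxicity; HEK 293, 250 cells/well; compound pinned; 48 or 72 hr, 37 degree Celsius, 5% CO2, 95% humidity; CellTiter-Glo, 10 min RT; luminescence (ATP).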
SNCA expr inh – Primary qHTS assay for inhibitors of alpha-synuclein gene (SNCA) expression | HEK-293 SNCA-luciferase knock-in, luminescence, 24 h | Potency, µM (titrated, usually from 57.2 µM), without a hit: top-dose activity change, negative = inhibition, hits mostly inhibitors | 140,000 compounds, 0.17% hits | AID 1671194, 2021;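 note: potency is the fitted concentration of half-maximal effect; plate controls were DMSO cells for no effect and cell-free wells for full effect; nearly all actives have a fitted effect of over 45% in size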
HEK293 viab – GF-AFC viability counterscreen for inhibitors of alpha-synuclein gene (SNCA) expression | 150,000 compounds, 0.12% hits | HEK-293-SNCA-luc viability, GF-AFC fluorescence, 24 h | Potency, µM (doses to about 57.1 µM), for the others: top-dose activity change, negative = cytotoxicity, actives largely listed as cytotoxic;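 note: potency is the fitted concentration of half-maximal effect; 0% = DMSO-treated cells and -100% = medium-only wells without cells; nearly all actives have a fitted effect of over 30% in size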
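Cytotoxicity counterscreen: after 24 h compound treatment of genome-edited SNCA-luciferase HEK-293 cells, live-cell protease substrate GF-AFC read by fluorescence after 30 min; activity scaled between DMSO (0%) and medium-only (-100%), curves Hill-fitted.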
IP6K1 inh – Primary qHTS assay for small molecule inhibitors of Inositol hexaphosphate kinase 1 (IP6K1); IP6K1 kinase, ADP-Glo luminescence, 2 h; stronger effect = lower value; activity change, % (series mostly up to about 58 µM); 140,000 compounds, 0.81% hits; in the data active = activity change below about -25%
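ADP-Glo luminescence measures ADP made by human IP6K1 during a 2 h RT reaction with ATP/IP6 (mix at 1.3 mM/130 uM); top library doses 57.5 and 19.1 uM final.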
Luciferase inh – Firefly luciferase inhibition profiling of diverse chemical library using quantitative high-throughput screening; Luciferin 4-monooxygenase (Photinus pyralis), P08659; purified P. pyralis luciferase, luminescence, biochemical; Potency, µM (doses to about 115 µM), for the others: at the top dose activity change, negative = inhibition, actives largely listed as inhibitors; 76,000 compounds, 2.5% hits; AID 1347043, 2019; note: potency is the fitted concentration of half-maximal effect; nearly all actives have a fitted effect of over 65% in size
Target sequence (P08659 whole entry, looked up): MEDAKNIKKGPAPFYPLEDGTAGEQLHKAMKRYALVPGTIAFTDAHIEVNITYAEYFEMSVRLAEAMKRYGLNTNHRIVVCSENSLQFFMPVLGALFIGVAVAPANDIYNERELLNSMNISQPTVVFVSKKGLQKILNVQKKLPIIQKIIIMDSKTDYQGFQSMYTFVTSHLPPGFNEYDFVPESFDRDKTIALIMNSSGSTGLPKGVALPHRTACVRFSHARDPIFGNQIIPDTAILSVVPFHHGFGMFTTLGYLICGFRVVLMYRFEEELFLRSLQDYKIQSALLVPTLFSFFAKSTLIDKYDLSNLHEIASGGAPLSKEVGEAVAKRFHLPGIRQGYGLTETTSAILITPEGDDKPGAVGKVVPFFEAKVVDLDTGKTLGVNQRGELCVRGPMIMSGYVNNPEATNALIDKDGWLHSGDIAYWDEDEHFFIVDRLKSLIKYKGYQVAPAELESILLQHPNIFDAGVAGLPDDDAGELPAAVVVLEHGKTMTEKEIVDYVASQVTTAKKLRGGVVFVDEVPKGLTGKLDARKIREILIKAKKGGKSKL
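Luminescence read by CCD imaging after purified firefly luciferase (10nM final) was added to substrate buffer holding 10uM D-luciferin and 10uM ATP, pH 7.5, pre-dosed with compound.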
Starred values were filed as active, the others as inactive; i = inactive; u = inconclusive; x = not tested or not shown; & = joins results of further samples; [ ] = another dose, or the depositor's remark. Unless noted, calls come from the whole dose curve; as a rule, active = well fitted curve in the direction sought with a large enough effect; inconclusive = small, poorly fitted or top-dose-only effect, or another doubt; inactive = no such curve, though single readings can be large; an effect the other way counts as inactive or inconclusive. Unless noted, % is set by controls: 0 for no effect and ±100 for the full control effect. A portion of the library, so the mix of outcomes need not match the whole.

SMILES	3T3 cytotox	GPT2 inhibitor	HEK cytotox	SNCA expr inh	HEK293 viab	IP6K1 inh	Luciferase inh
C#CCNC(=O)C[C@@H]1C[C@@H](C(C)C)[C@H](CNC(=O)c2ccccn2)C=C1C	-24%[174 µM]	i	-19%[172 µM]	25%[87.6 µM]	0%[87.6 µM]	-9	-29%[172 µM]
Cc1cnc(C)c(-c2cc(O)c3c(c2)CN(C(=O)C2CCOC2)CCO3)n1 (stereo not given)	-19%	0%	2%	5%	-2%	16	-1%
COCC(=O)N(C1CCOCC1)C1CCN(C(=O)c2cc(Cl)ccc2F)CC1	-5%	-19%	12%	1%	4%	-4	11%
Cc1nn(-c2ccccc2)c2c1C(C(C)C)N(C1CCN(C(=O)N(C)C)CC1)C2=O (stereo not given)	u	x	45µM*	x	x	16	x
OC1CN(Cc2ccccc2)CCN(c2nc(-c3ccccc3)no2)C1 (stereo not given)	-10%	i	u	108%[activator]	-6%	41	40µM*
CS(=O)(=O)N1CCC(C2CCN(C(=O)c3ccc4[nH]ccc4c3)C2)CC1 (stereo not given)	-7%	-2%	i	-9%	13%[12.5 µM]	-7	-12%
O=C1NC2(CCN(C(=O)c3ccccc3F)C2)Oc2ccccc21 (stereo not given)	-20%[138 µM]	i	-10%[172 µM]	5%[87.6 µM]	9%[87.6 µM]	19	-2%[172 µM]
CN(C)[C@@H]1CN(C(=O)C2(c3ccccc3)CC2)C[C@H]1CO	i	i	i	-30%	-12%	-9	4%
CN(C)CC(=O)N1CCC2(CC1)NCCc1c2[nH]c2ccccc12	u	i	u	16%	0%[12.5 µM]	-7	1%
CN(C)C(=O)N1CCC2(C1)C(=O)N(CCc1ccccc1)c1ccccc12 (stereo not given)	-2%&-22%	i	u	8%&-5%	3%&-5%	-10&9	11%&0%
Fc1ccc(C(c2nnc(-c3ccccc3)o2)N2CCN(c3cccc(Cl)c3)CC2)cc1 (stereo not given)	x	x	x	34%[activator]	6%	-5	x
COc1ccc(CCNS(=O)(=O)c2ccc(N3CCCCS3(=O)=O)cc2)cc1OC	x	x	x	-28%	4%	14	x
Cc1ccccc1C(=O)NCCc1sc(-c2ccc(Cl)cc2)nc1C	x	x	x	27%	-3%	18	x
O=C1NCc2ccccc2CC12CCCN2Cc1ccsc1 (stereo not given)	-22%	-10%	-24%	u	-11%	-13	x
COc1ccc(CC(=O)N[C@H](C)c2onc(C)c2C(=O)O)cc1	0%[138 µM]	4%[88.5 µM]	i	7%[87.6 µM]	-2%[87.6 µM]	21	-4%[172 µM]
COCCOC1CCN(C(=O)c2cccc(C)c2)CC1	i	4%	14%	-9%	10%[12.5 µM]	5	-5%
CCc1cccc(C)c1NC(=O)Cn1cc2c(n1)CCCC2	x	x	x	-8%	-6%	-2	x
O=C(Nc1ccccc1F)N1CC2CCC(C1)N2Cc1ccc(-c2ccccc2)cc1	u	0%	u	-4%	2%	-5	x
O=C1NCC(=O)N2CCN(Cc3ccccc3-c3ccccc3)CC12 (stereo not given)	4%	-10%	-12%	36%[activator]	u	0	-8%
Cc1nc(Cn2ccnc2-c2cn(C3CCNCC3)nn2)cs1	u	-15%	1%	4%	2%	-12	10%

Overlap with the part before: 2 entries, followed by the next part.
SMILES	3T3 cytotox	GPT2 inhibitor	HEK cytotox	SNCA expr inh	HEK293 viab	IP6K1 inh	Luciferase inh
O=C1NCC(=O)N2CCN(Cc3ccccc3-c3ccccc3)CC12 (stereo not given)	4%	-10%	-12%	36%[activator]	u	0	-8%
Cc1nc(Cn2ccnc2-c2cn(C3CCNCC3)nn2)cs1	u	-15%	1%	4%	2%	-12	10%
COc1cccc(-c2cc(C(=O)N(C)C)c3cnn(C)c3n2)c1	u	x	u	x	x	1	x
CCOc1ccc(CCNC(=O)C2CCCN(c3nnc(C)c4c(C)n(-c5ccccc5)nc34)C2)cc1 (stereo not given)	x	x	x	u	u	9	x
CC(C)(C)C(=O)NC1CCCc2c1[nH]c1ccc(F)cc21 (stereo not given)	u	-31%	45µM*	-17%	0%	11	-6%
COc1ccc(CC(=O)N2CCN(c3ccc4nnc(C5CC5)n4n3)CC2)cc1	u	x	u	x	x	7	x
COCc1ccc2c(c1)c(OC(C)(C)C(=O)NCc1cnccn1)nn2Cc1cccnc1	u	-19%	1%	5%	0%	0	4%
COCc1ncc(C)n1C1CCCN(C(=O)c2ccoc2)C1 (stereo not given)	-6%	4%	-9%	14%	8%	13	x
COc1cccc(CN2CCc3c(cc(C(=O)Nc4cc(C)ccc4OC)n3C)C2)c1	u	-10%	32µM*	110%[activator]	0%	-6	8.9µM*
CCC(O)c1cc2n(n1)CCN(C(=O)c1cnn(-c3ccccn3)c1C)C2 (stereo not given)	-21%	2%[11.5 µM]	-12%	-9%	6%	14	11%
CC(C)c1noc([C@@H]2C[C@@H](O)CN2Cc2ccc(CO)o2)n1	i	u	2%[172 µM]	5%[87.6 µM]	-2%[87.6 µM]	13	1%[172 µM]
CCc1ccc(-c2nn(-c3ccc(OC)cc3)c3c2cnc2ccc(OC)cc23)cc1	x	x	x	-10%	8%	0	x

Full records, quoted from the list. Values in the order: 3T3 cytotox | GPT2 inhibitor | HEK cytotox | SNCA expr inh | HEK293 viab | IP6K1 inh | Luciferase inh
OC1CN(Cc2ccccc2)CCN(c2nc(-c3ccccc3)no2)C1 (stereo not given) in the list: -10% | i | u | 108%[activator] | -6% | 41 | 40µM*
O=C(Nc1ccccc1F)N1CC2CCC(C1)N2Cc1ccc(-c2ccccc2)cc1 in the list: u | 0% | u | -4% | 2% | -5 | x
CCc1ccc(-c2nn(-c3ccc(OC)cc3)c3c2cnc2ccc(OC)cc23)cc1 in the list: x | x | x | -10% | 8% | 0 | x
Cc1cnc(C)c(-c2cc(O)c3c(c2)CN(C(=O)C2CCOC2)CCO3)n1 (stereo not given) in the list: -19% | 0% | 2% | 5% | -2% | 16 | -1%

Additional structures follow:
SMILES	3T3 cytotox	GPT2 inhibitor	HEK cytotox	SNCA expr inh	HEK293 viab	IP6K1 inh	Luciferase inh
CC(C)(C)C(=O)NCCNC(=O)c1cccc(-c2ccc(C(F)(F)F)cc2)c1	45µM*	i	25µM*	-18%	-5%	6	x
CC(C)CN(CC(C)C)c1nnc(NC(=O)Nc2cccc(C(F)(F)F)c2)s1	x	x	x	73%[activator]	5%	-5	x
COc1ccc(CN2CCC3(CC2)COc2ccccc2CN3)cc1	i	0%	4%	-13%	4%	-3	5%
COC[C@]1(O)CCN(C(=O)c2sc(OC)nc2C)CC1(C)C	-13%	i	-1%	-25%	-4%	-10	-13%
COCc1cc(C[C@@H]2CC[C@H](O)[C@@H](CNC(C)C)O2)no1	i	3%[88.5 µM]	i	-9%[87.6 µM]	1%[87.6 µM]	16	3%[172 µM]
COc1ccc(N2Cc3c(NCCc4ccccc4F)ncnc3N(C)CC2=O)cc1	u	i	-19%	-6%	-6%	-11	-11%
O=C(c1ccncc1)N1CC2CCC(C1)N2Cc1cccc(-c2cccs2)c1	u	-5%	u	3%	-14%	-6	x
CC(C)C(=O)N1CCn2c(nnc2C2CCN(Cc3cc(Cl)ccc3F)C2)C1 (stereo not given)	-13%	i	i	-7%	4%	11	x
O=C(NC1CCCC1)C1CCCN1C(=O)c1cccc(-c2ccccn2)c1 (stereo not given)	-15%	i	-5%	22%	-11%	8	x
CN(C)c1ccc(C(CNS(=O)(=O)c2ccc(F)cc2F)N2CCOCC2)cc1 (stereo not given)	x	x	x	18%	8%	-3	x
COc1ccc(-n2nc(C(=O)N(C)c3cc(Cl)ccc3OC)c3c4ccccc4n(C)c3c2=O)cc1	x	x	x	-4%	8%	0	x
COc1ccc(C)nc1-c1cnc2ccccc2c1	-2%	-28%[11.5 µM]	3%	25%	-7%	7	-13%
O=C(NCc1cccc(F)c1)C1CCCN1Cc1ccc(-c2cncnc2)cc1 (stereo not given)	-18%	1%	u	u	2%	-5	x
Cc1ccc(C)c(CN2C(=O)c3ccccc3S(=O)(=O)c3ccc(C(=O)N(C)C4CCCCC4)cc32)c1	x	x	x	6%	-14%	-1	x
CC(=O)N1CCC(c2nnc3n2C(C(=O)NCc2ccc(F)c(F)c2)CC3)CC1 (stereo not given)	4%	-2%	i	-7%	3%	-2	x
COc1ccc(O)cc1CN1CCC2(CCNCC2)C1	-11%	u	-23%	-7%	6%	6	7%
Cc1ccc(C(=O)N2CCCCCCNC(=O)[C@@H]3CCCC[C@@H]32)s1	-5%	i	-3%	-11%	-5%	-9	5%
COc1ccc(C(=O)N2CCC3(CC2)NC(=O)N(c2cccc(F)c2)N3)cc1OC	u	-28%	u	u	-4%	7	3%
CSc1ncc(Cl)c(C(=O)N(Cc2ccc(N(C)C)cc2)Cc2ccco2)n1	x	x	x	u	-16%	9	x
CCC(O)c1cc2n(n1)CCN(C(=O)CCn1cnc3ccccc3c1=O)C2 (stereo not given)	-18%	-14%	-20%	-9%	13%	14	2%
CCCc1noc(-c2cccn3c(CNC(=O)c4ccc5cc[nH]c5c4)nnc23)n1	u	5%	u	-5%	-18%	6	0%
O=S(=O)(c1ccc(-c2cc(C(F)(F)F)on2)s1)N1CCN(c2ccccc2)CC1	x	x	x	39%[activator]	3%	39	x
O=C(Nc1ccc2oc(-c3cccnc3)nc2c1)c1ccc(-c2cccc(OC(F)(F)F)c2)o1	x	x	x	12%	12%	-9	x
CC1=CC(=O)CC(C)(C)C1CO[C@@H]1O[C@H](CO)[C@@H](O)[C@H](O)[C@H]1O (stereo not given in full)	x	i	x	x	-2%	-4	x
CSc1ccc(NC(=O)c2ccc3c(c2)N(C)C2CCCCCN2C3=O)cc1 (stereo not given)	u	i	u	-8%	-15%[12.5 µM]	-10	u
CCN1C(=O)C2CC3(CCN(C(=O)c4cnc(C)cn4)CC3)CN2C1=O (stereo not given)	3%	u	4%	22%	u	-2	-7%
COc1cccc(-c2nnnn2[C@H]2CO[C@H]3[C@@H]2OC[C@@H]3NC(=O)C2CCCCC2)c1	-28%[138 µM]	i	u	21%[87.6 µM]	-18%[87.6 µM]	14	1%[172 µM]
COc1cccc(-c2ccc(C(=O)N3CCC(N[S+](=O)([O-])c4cccs4)CC3)cc2)c1	16µM*	i	18µM*	3%	-12%[12.5 µM]	3	x
O=C(NC1CCN(c2cc(-c3ccc(Cl)cc3)[nH]n2)CC1)c1ccc2[nH]ccc2c1	35µM*	i	40µM*	u	-23%	18	-6%
CC(C)C(=O)c1cc2c(cc1NC(=O)c1ccccc1F)OCCO2	x	x	x	-10%	13%	-28*	x
